Compound activity: PubChem BioAssay, Broad Institute
Pf Dd2 growth: inhibitors of Plasmodium falciparum Dd2 growth. P. falciparum Dd2 growth, SYBR Green, 72 h; active compounds read low. activity change, % at 10 µM. 2.3% of 94,000 active. AID 1159554; in the data active means activity change below about -80%; inconclusive means no clear call, values can overlap the other calls
Tcruzi prolif: blocks T. cruzi growth in NIH3T3 culture | T. cruzi beta-gal in NIH3T3, GalScreen luminescence, 90 h | inhibition, % at 8.34 µM | 5.9% of 77,000 active | AID 624255;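 active means mean inhibition above about 93%, with at least 55% of replicates each passing it, limit read from the data, passing the limit was not always enough; inconclusive means only one of those two conditions holds; inactive means neither condition holds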
C diff growth: blocks growth of Clostridium difficile; growth activity, negative = inhibition, % at 16 µg/mL (by protocol); 0.25% of 86,000 active; Clostridium difficile clinical isolate growth, OD600, 24 h; active compounds read low;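 active means mean growth activity at or below -80% and every replicate also at or below -80%; inconclusive means mean at or below -80% but some replicate above -80%; inactive means mean growth activity above -80%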;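 further: 0% = DMSO wells and -100% = levofloxacin 16 µg/mL wells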
KDM4C inh: inhibitors of human demethylase GASC-1 KDM4C; Q9H3R0; GST-KDM4C 2-372, H3K9me3 peptide, LANCE TR-FRET; inhibition, % at 12.5 µM; 0.15% of 96,000 active;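 active means mean replicate inhibition above about 25%, with at least 55% of replicates also reaching it, limit read from the data, passing the limit was not always enough; inconclusive means only one of those two conditions met; inactive means neither condition met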
Target sequence (Q9H3R0 2-372 limits assumed): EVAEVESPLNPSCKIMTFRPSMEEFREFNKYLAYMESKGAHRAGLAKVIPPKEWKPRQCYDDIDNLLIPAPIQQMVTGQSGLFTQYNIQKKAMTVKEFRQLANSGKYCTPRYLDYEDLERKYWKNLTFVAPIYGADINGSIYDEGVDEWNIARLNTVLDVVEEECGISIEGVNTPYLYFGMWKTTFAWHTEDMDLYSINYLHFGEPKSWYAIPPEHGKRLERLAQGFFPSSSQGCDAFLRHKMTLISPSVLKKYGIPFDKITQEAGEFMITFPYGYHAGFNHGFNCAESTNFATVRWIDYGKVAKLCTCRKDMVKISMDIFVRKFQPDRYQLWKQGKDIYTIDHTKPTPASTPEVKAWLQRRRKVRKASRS
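Assay system: GST-GASC-1 enzyme fragment 2-372 | Amount: 10 nM enzyme | Medium: HEPES buffer, pH 7.5, plus ascorbate | Reagent: H3K9me3 peptide substrate, Fe(II), 2-oxoglutarate | Doses: Single-point compound screen | Incubation: 30 min demethylation and 1 h detection at room temperature | Measured by: LANCE TR-FRET, excitation 340 nm, emissions 618 and 671 nm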
An asterisk follows results filed as active; ? = inconclusive; . = not tested or not shown; & = joins results of further samples.

SMILES	Pf Dd2 growth	Tcruzi prolif	C diff growth	KDM4C inh
CCCC#Cc1ccc([C@@H]2[C@@H](CO)N3C(=O)CN(C(=O)Nc4cc(F)ccc4F)C[C@@H]23)cc1	-18	.	0	-0.6
COc1cccc(-c2ccc([C@H]3[C@@H](CO)N4C(=O)CN(C(=O)C5CCC5)C[C@@H]34)cc2)c1	7	.	2	-1.6
C[C@@H]1CN([C@H](C)CO)C(=O)c2cccc(NC(=O)c3cnccn3)c2O[C@H]1CN(C)C(=O)Nc1cccc2ccccc12	-42	51	0	1.6
C[C@@H]1CN([C@@H](C)CO)C(=O)c2cc(NC(=O)CCCN(C)C)ccc2O[C@@H]1CN(C)Cc1ccncc1	16	27	-1	1.7
C[C@@H]1CCCCO[C@@H](CN(C)C(=O)c2ccccc2)[C@H](C)CN([C@H](C)CO)C(=O)c2cc(NC(=O)CCCN(C)C)ccc2O1	-12	22	-1	1.5
C/C=C/c1ccc2c(c1)O[C@@H](CN(C)C(=O)Nc1ccccc1)[C@H](C)CN([C@H](C)CO)S2(=O)=O	-2	9	-10	-0.9
C[C@@H]1CN([C@@H](C)CO)C(=O)c2cc(Br)cnc2O[C@H]1CN(C)C(=O)c1ccccc1	0	.	3	1.6
Cc1noc(C)c1NC(=O)N(C)C[C@@H]1Oc2c(NS(=O)(=O)c3ccc(Cl)cc3)cccc2C(=O)N([C@@H](C)CO)C[C@@H]1C	9	20	-4	-0.9
COC(=O)C[C@@H]1CC[C@@H]2[C@@H](COc3ccc(NC(=O)c4cc(F)cc(F)c4)cc3C(=O)N2C)O1	5	-13	-2	-0.4
COc1ccc(CN(C)C[C@@H]2OCCCC[C@H](C)Oc3ccc(NC(=O)CCC(F)(F)F)cc3C(=O)N([C@H](C)CO)C[C@@H]2C)cc1	-28	-19	-1	-0.6
C[C@H]1CN([C@@H](C)CO)S(=O)(=O)c2ccc(C#CC3CCCC3)cc2O[C@@H]1CN(C)S(C)(=O)=O	-7	64	.	0.4
C[C@@H]1CN([C@H](C)CO)C(=O)c2cc(NC(=O)Nc3ccccc3)ccc2O[C@@H](C)CCCCO[C@H]1CN(C)C(=O)C1CCCCC1	-79	39	-6	-1.0
O=C(C[C@@H]1C=C[C@@H](NC(=O)Cc2cccnc2)[C@H](CO)O1)Nc1ccccc1	17	-20	.	-3.6
C[C@@H]1CN([C@H](C)CO)C(=O)c2ccccc2-c2ccccc2CO[C@H]1CN(C)S(=O)(=O)c1cn(C)cn1	3	18	-8	-2.4
C[C@H](CO)N1C[C@H](C)[C@@H](CN(C)C(=O)Nc2cccc3ccccc23)OCCCC[C@H](C)Oc2ccc(NC(=O)Cc3ccccc3)cc2C1=O	?	35	-15	-2.9
C[C@@H]1CCCCO[C@H](CN(C)CC2CCCCC2)[C@H](C)CN([C@@H](C)CO)C(=O)c2cc(NC(=O)CCC(F)(F)F)ccc2O1	-19	50	-1	-3.7
COc1ccc(S(=O)(=O)N(C)C[C@H]2OCCCC[C@@H](C)Oc3ccc(NS(=O)(=O)c4ccccc4)cc3C(=O)N([C@H](C)CO)C[C@H]2C)cc1	.	115*	-11	-1.4
CCC(=O)N1CC2(CN(C(=O)Nc3ccc(F)cc3)C2)c2c([nH]c3cc(OC)ccc23)[C@@H]1CO	-84*	.	-2	-0.3
O=C(C[C@@H]1CC[C@H]2[C@@H](COC[C@H](O)CN2C(=O)Cc2ccccc2)O1)NC1CCCC1	-3	5	-4	-1.8
COc1ccc(CNC(=O)N(C)C[C@@H]2OCc3ccccc3-c3ccccc3C(=O)N([C@@H](C)CO)C[C@H]2C)cc1	-8	46	-3	-0.5
COc1ccc(S(=O)(=O)N[C@H]2C=C[C@H](CC(=O)NCCc3ccncc3)O[C@H]2CO)cc1	7	9	2	0.2
COc1ccc(-c2ccc([C@@H]3[C@@H](CO)N4CCCCN(C(=O)c5ccc(F)cc5)C[C@@H]34)cc2)cc1	22	67	-5	0.9
Cc1noc(C)c1NC(=O)N1C[C@@H](O)COC[C@@H]2O[C@H](CC(=O)NCC3CC3)CC[C@H]21	.	?	-1&-6	4.4
COc1ccc(NC(=O)Nc2cccc3c2O[C@@H](CN(C)S(=O)(=O)c2ccc(Cl)cc2)[C@H](C)CN([C@@H](C)CO)C3=O)cc1	-15	-23	-1	0.4
O=C(Cc1ccccc1)N1CC(=O)N2[C@H](CO)[C@@H](c3ccc(C#Cc4ccccc4)cc3)[C@@H]2C1	-24	.	-8	0.2
Remaining list, next part
SMILES	Pf Dd2 growth	Tcruzi prolif	C diff growth	KDM4C inh
CC(=O)N1[C@H](CO)[C@@H](c2ccccc2)[C@@H]1CN(C)C(=O)c1ccccc1F	0	24	3	-0.3
CC(C)C(=O)Nc1ccc2c(c1)C(=O)N(C)[C@@H]1CC[C@H](CC(=O)N[C@H](C)c3ccccc3)O[C@@H]1CO2	-1	-25	-1	2.3
CO[C@@H]1CC[C@@H]2CCN(C)C(=O)CCCN(C)C(=O)c3cc(C#N)ccc3OC[C@H]1O2	.	-40	-3	-1.7
Cc1ccc(-c2ccc3c(c2)O[C@@H](CN(C)C(=O)CN(C)C)[C@@H](C)CN([C@H](C)CO)S3(=O)=O)cc1	-70	55	-5	-1.1
COc1ccccc1C(=O)Nc1ccc2c(c1)C(=O)N(C)C[C@H](OC)[C@@H](C)CN(C(C)=O)[C@H](C)CO2	2	4	.	3.2
COc1ccccc1-c1ccccc1[C@H]1[C@@H](C#N)N(C(=O)C2CCOCC2)[C@H]1CO	3	.	-5	-1.3
Cc1ccc(S(=O)(=O)N(C)C[C@H]2OCCCC[C@@H](C)Oc3ccc(NC(=O)NC4CCCCC4)cc3C(=O)N([C@H](C)CO)C[C@@H]2C)cc1	-55	50	2	1.2
C[C@H]1CN([C@@H](C)CO)C(=O)c2cc(NC(=O)Cn3cnnn3)ccc2O[C@H]1CN(C)C(=O)Nc1ccccc1	24	-8	-1	-0.2
COc1ccc(S(=O)(=O)Nc2ccc3c(c2)C(=O)N([C@H](C)CO)C[C@H](C)[C@H](CN(C)C(=O)NC(C)C)O3)cc1	7	-21	-1	1.7
Cc1ccc(S(=O)(=O)Nc2ccc3c(c2)C(=O)N([C@H](C)CO)C[C@@H](C)[C@H](CN(C)C(=O)C2CCCCC2)OCCCC[C@H](C)O3)cc1	-10	8	-9	-0.6
O=C(C1CCC1)N1CC(=O)N2[C@@H](CO)[C@H](c3ccc(Br)cc3)[C@@H]2C1	16	.	14	3.7
C[C@@H]1CN([C@H](C)CO)C(=O)c2cc(NC(=O)c3ccncc3)ccc2O[C@@H]1CN(C)Cc1ccc(C(=O)O)cc1	10	23	-3	-0.8
COCC(=O)N1[C@H](C#N)[C@H](c2ccccc2C2=CCCCC2)[C@@H]1CO	11	.	-1	0.1
C/C=C/c1ccc([C@@H]2[C@@H](CO)N(C(=O)C3CC3)C23CN(S(=O)(=O)CC)C3)cc1	-8	.	-1	-1.7
CC(C)NC(=O)N[C@@H]1CC[C@H](CC(=O)NC2Cc3ccccc3C2)O[C@@H]1CO	6	-22	.	3.8
COc1ccc(C#Cc2ccc([C@@H]3[C@@H](CO)N4CCCCN(Cc5ccncc5)C[C@@H]34)cc2)cc1	-28	83	-5	3.0
CC(C)NC(=O)N(C)C[C@H]1Oc2c(cccc2N(C)C)C(=O)N([C@@H](C)CO)C[C@H]1C	-5	13	-2	5.1
COc1ccc(CN(C)C[C@@H]2Oc3ccc(NC(=O)Nc4ccc5c(c4)OCO5)cc3CC(=O)N([C@H](C)CO)C[C@@H]2C)cc1	1	44	0	0.7
C[C@H]1CN([C@@H](C)CO)C(=O)Cc2cc(NC(=O)Cc3ccccc3)ccc2O[C@H]1CN(C)C(=O)Nc1ccc(F)cc1	-7	.	-2&-9	-0.1
COc1ccc(NC(=O)Nc2ccc3c(c2)C(=O)N([C@H](C)CO)C[C@@H](C)[C@@H](CN(C)S(=O)(=O)c2cn(C)cn2)O3)cc1	-19	18	-7	0.0
C[C@@H]1CN([C@H](C)CO)S(=O)(=O)c2ccc(C#CC3CC3)cc2O[C@@H]1CN(C)Cc1ccncc1	-10	50	-1	0.5
COc1ccc(S(=O)(=O)N(C)C[C@H]2Oc3ccc(NC(=O)C4CC4)cc3C(=O)N([C@H](C)CO)C[C@H]2C)cc1	5	39	1	-0.3
C[C@@H]1CN([C@@H](C)CO)C(=O)Cc2cc(NC(=O)C3CCCCC3)ccc2O[C@@H]1CN(C)S(=O)(=O)c1ccccc1	2	5	1	-0.9
C[C@@H]1CN([C@@H](C)CO)C(=O)c2cc(NC(=O)c3ccccc3)ccc2O[C@@H](C)CCCCO[C@@H]1CN(C)S(=O)(=O)c1ccc(F)cc1	-81*	.	8	.
O=C(C[C@@H]1C[C@H]2c3cc(NS(=O)(=O)c4ccc(F)cc4)ccc3O[C@H]2[C@@H](CO)O1)NCc1ccc(Oc2ccccc2)cc1	-16	115*	.	.
(cont.)
SMILES	Pf Dd2 growth	Tcruzi prolif	C diff growth	KDM4C inh
CCNC(=O)C[C@H]1CC[C@H]2[C@@H](COC[C@@H](O)CN2S(=O)(=O)c2ccc(Oc3ccccc3)cc2)O1	3	-20	.	-0.3
C[C@H]1CN([C@@H](C)CO)C(=O)c2cc(-c3ccc(C#N)cc3)cnc2O[C@H]1CN(C)Cc1cccnc1	33	-20	4	-1.6
Cc1ccccc1-c1cnc2c(c1)C(=O)N([C@@H](C)CO)C[C@@H](C)[C@@H](CN(C)Cc1ccccc1F)O2	-51	59	0	0.7
CO[C@@H]1CN(C)C(=O)c2cc(NS(=O)(=O)c3cn(C)cn3)ccc2OC[C@@H](C)N(Cc2cccc(Cl)c2)C[C@H]1C	1	39	0	0.3
O=C(CC1CC1)N1CC2(C1)[C@H](c1ccccc1)[C@H](CO)N2Cc1ccc(F)cc1	-19	.	-2	-1.4
CC(=O)N[C@@H]1CC[C@@H](CCNC(=O)C2CCCCC2)O[C@H]1CO	13	.	0	-1.3
CCCNC(=O)N1CC2(CCN(S(=O)(=O)c3cccc(OC)c3)CC2)c2c(n(C)c3cc(OC)ccc23)[C@H]1CO	-19	.	10	-2.4
CCCN(C)C[C@@H]1Oc2cc(C#Cc3ccccc3F)ccc2S(=O)(=O)N([C@@H](C)CO)C[C@H]1C	-48	?	2	0.6
C[C@@H]1CN([C@H](C)CO)C(=O)Cc2cc(NC(=O)Cc3cn(C)c4ccccc34)ccc2O[C@H]1CN(C)Cc1ccc(Cl)c(Cl)c1	-55	?	-6	-2.3
CN(C)CC#Cc1ccc([C@H]2[C@H](CO)N3CCCCN(C(=O)c4ccc5c(c4)OCO5)C[C@@H]23)cc1	6	8	1	1.8
CC(C)NC(=O)Nc1ccc2c(c1)C(=O)N([C@@H](C)CO)C[C@@H](C)[C@@H](CN(C)C(=O)Nc1ccccc1)OCCCC[C@H](C)O2	-23	36	7	-0.4
COc1ccc(S(=O)(=O)Nc2ccc3c(c2)C(=O)N([C@H](C)CO)C[C@@H](C)[C@@H](CN(C)Cc2ccc(C(F)(F)F)cc2)OCCCC[C@@H](C)O3)cc1	-58	68	22	-2.0
COc1ccc(CN(C)C[C@H]2Oc3c(NC(=O)c4cnccn4)cccc3C(=O)N([C@@H](C)CO)C[C@@H]2C)cc1	6	8	8	0.9
Cc1noc(C)c1NC(=O)Nc1cccc2c1O[C@@H](CN(C)Cc1ccc(C(F)(F)F)cc1)[C@H](C)CN([C@H](C)CO)C2=O	-9	48	-2	1.2
O=C(C1CCOCC1)N1CC(=O)N2[C@H](CO)[C@@H](c3ccc(/C=C/c4ccccc4)cc3)[C@H]2C1	9	.	-8	-1.5
CC(C)NC(=O)N(C)C[C@@H]1Oc2ccc(NC(=O)Nc3ccc(F)cc3)cc2CC(=O)N([C@H](C)CO)C[C@@H]1C	-13	10	-9	10

A run of entries from the list above, as a working copy:
SMILES	Pf Dd2 growth	Tcruzi prolif	C diff growth	KDM4C inh
CN(C)CC#Cc1ccc([C@H]2[C@H](CO)N3CCCCN(C(=O)c4ccc5c(c4)OCO5)C[C@@H]23)cc1	6	8	1	1.8
CC(C)NC(=O)Nc1ccc2c(c1)C(=O)N([C@@H](C)CO)C[C@@H](C)[C@@H](CN(C)C(=O)Nc1ccccc1)OCCCC[C@H](C)O2	-23	36	7	-0.4
COc1ccc(S(=O)(=O)Nc2ccc3c(c2)C(=O)N([C@H](C)CO)C[C@@H](C)[C@@H](CN(C)Cc2ccc(C(F)(F)F)cc2)OCCCC[C@@H](C)O3)cc1	-58	68	22	-2.0
COc1ccc(CN(C)C[C@H]2Oc3c(NC(=O)c4cnccn4)cccc3C(=O)N([C@@H](C)CO)C[C@@H]2C)cc1	6	8	8	0.9
Cc1noc(C)c1NC(=O)Nc1cccc2c1O[C@@H](CN(C)Cc1ccc(C(F)(F)F)cc1)[C@H](C)CN([C@H](C)CO)C2=O	-9	48	-2	1.2
O=C(C1CCOCC1)N1CC(=O)N2[C@H](CO)[C@@H](c3ccc(/C=C/c4ccccc4)cc3)[C@H]2C1	9	.	-8	-1.5
CC(C)NC(=O)N(C)C[C@@H]1Oc2ccc(NC(=O)Nc3ccc(F)cc3)cc2CC(=O)N([C@H](C)CO)C[C@@H]1C	-13	10	-9	10
